# HEK293 tox: cytotoxicity in counter-screen for GLP-1R inverse agonists | AID 624418 | HEK293 cAMP-luciferase reporter cells, luminescence, 24 h | 0.13% of 410,000 active | Potency, µM (series often up to 38.3 µM), inactives show at the highest dose activity change, negative = inhibition, actives largely listed as inhibitors;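 also: loss of luciferase light is scored as toxicity; potency is read from the fitted curve at half-maximal effect; % is scaled to controls: 0 for no effect and ±100 for the full control effect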
#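 1536-well qHTS counterscreen of the MLSMR; 200 cells/uL, 12 h pre-incubation, 23 nL cpd, 24 h at 37 deg C 5% CO2, luciferase detection reagent, 12 min RT, luminescence. Inhibition = undesired.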
# DRD3 antagonist: blocks the human D3 dopamine receptor. D3R cells, DiscoveRx beta-arrestin luminescence, antagonist mode; active compounds read low. P35462. 2.5% of 360,000 active. max response, negative = inhibition, %; in the data active = max response below about -50%; inconclusive = no clear call, values can overlap the other calls; also: % is scaled to controls: 0 for no effect and ±100 for the full control effect; mostly tested at two doses, the higher about 12 µM
# Target sequence (P35462 whole entry, looked up): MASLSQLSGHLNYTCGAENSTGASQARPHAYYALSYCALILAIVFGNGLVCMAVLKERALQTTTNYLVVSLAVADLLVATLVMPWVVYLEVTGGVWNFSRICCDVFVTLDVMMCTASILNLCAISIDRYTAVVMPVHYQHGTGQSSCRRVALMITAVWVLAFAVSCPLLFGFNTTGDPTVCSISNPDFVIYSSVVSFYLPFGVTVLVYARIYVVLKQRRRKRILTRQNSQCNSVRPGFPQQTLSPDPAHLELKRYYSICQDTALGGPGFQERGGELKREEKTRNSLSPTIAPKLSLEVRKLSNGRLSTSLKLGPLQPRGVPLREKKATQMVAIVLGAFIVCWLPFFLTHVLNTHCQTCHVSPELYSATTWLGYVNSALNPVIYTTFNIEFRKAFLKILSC
#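 Cells plated overnight at 1500 cells/well, then exposed to library compounds with dopamine controls for 90 minutes at 37 degrees C. DiscoveRx reagent added for 30–60 minutes at room temperature; luminescence read, quantitative HTS format.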
# TDP43 rescue: rescues yeast growth from TDP-43 toxicity | TDP-43 expressing yeast growth rescue, BacTiter-Glo, 24 h | Potency, µM (top dose mostly 46.1 µM), for the others: at the highest dose growth rescue (activation), hits mostly activators | 1.8% of 410,000 active; also: potency is read from the fitted curve at half-maximal effect; % of control where 0% means no effect; nearly all actives have a fitted effect of over 50% in size
#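 Yeast cells expressing TDP-43 under galactose induction are exposed to compounds for 24 hr at 30 deg C. BacTiter-Glo luminescence measures growth, so protective compounds score as activators.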
# GLP1R inv ag: GLP-1 receptor (human) inverse agonism; HEK293 GLP-1R CRE-luciferase, luminescence, 24 h; GLP-1R form is constitutively active; Potency, µM (top dose mostly 38.3 µM), for the others: at the highest dose activity change, negative = inhibition, usual class: inhibitors; 1.6% of 410,000 active; AID 624417; also: potency is read from the fitted curve at half-maximal effect; % is scaled to controls: 0 for no effect and ±100 for the full control effect; nearly all actives have a fitted effect of over 55% in size
# Target sequence (P43220 whole entry, looked up): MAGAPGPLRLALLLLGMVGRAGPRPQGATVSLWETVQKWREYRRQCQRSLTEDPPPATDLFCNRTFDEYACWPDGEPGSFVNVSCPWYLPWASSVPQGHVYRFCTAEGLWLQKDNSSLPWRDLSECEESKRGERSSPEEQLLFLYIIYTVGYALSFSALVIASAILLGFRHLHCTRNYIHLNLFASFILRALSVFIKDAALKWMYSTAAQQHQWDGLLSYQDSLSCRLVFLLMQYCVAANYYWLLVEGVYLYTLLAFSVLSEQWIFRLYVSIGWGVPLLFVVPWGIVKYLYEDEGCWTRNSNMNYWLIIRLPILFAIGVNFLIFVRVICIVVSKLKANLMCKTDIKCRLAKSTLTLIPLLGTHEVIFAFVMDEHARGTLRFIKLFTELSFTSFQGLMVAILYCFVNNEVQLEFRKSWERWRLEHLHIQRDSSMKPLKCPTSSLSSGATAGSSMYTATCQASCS
#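 HEK293 cells stably co-expressing a cAMP-responsive luciferase reporter and constitutively active GLP-1R were seeded, incubated 12 h, then exposed to compounds for 24 h at 37 C. Luminescence was read 12 min after detection reagent; inverse agonists lower signal.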
# PTHR1 ag: PTHR1 (human) receptor agonism; AID 743266; 0.075% of 410,000 active; Potency, µM (highest dose often 115 µM), without a hit: top-dose activation, usual class: activators; HEK293 GP2 PTHR1 cells, GloSensor cAMP luminescence, 1 h; also: potency is read from the fitted curve at half-maximal effect; nearly all actives have a fitted effect of over 55% in size; some results filed as inactive show a strong effect at the top dose; inactives centre near -15; many of its hits are not listed in these tables
#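 HEK-293-derived GP2 cells expressing PTHR1 and a GloSensor cAMP reporter, 3,000/well, plated overnight, given luciferin plus IBMX (each 0.5 mM as added) for 1 h at 37 °C, then compound for 1 h at 37 °C. Luminescence was read after 15 min at room temperature.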
# aSyn rescue: alpha-synuclein toxicity inhibition in yeast; Potency, µM (titrated, usually from 46.1 µM), inactives show at the highest dose growth rescue (activation), most hits filed as activators; 0.14% of 370,000 active; AID 652106; Yeast expressing alpha-synuclein, growth rescue, BacTiter-Glo, 24 h; also: potency is read from the fitted curve at half-maximal effect; % of control where 0% means no effect; nearly all actives have a fitted effect of over 65% in size
#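 Galactose-induced alpha-syn yeast (OD600=0.02, raffinose-pregrown) + pinned cpd, 24 hr, 30 deg C; growth by BacTiter-Glo luminescence. Growth restoration scores as activation.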
# KB-V1 cytotox: KB-V1 MDR subline cytotoxicity; 3.4% of 400,000 active; AID 1347076; KB-V1 MDR cells viability, CellTiter-Glo, 72 h; Potency, µM (titrated, usually from 46.1 µM), without a hit: at the highest dose activity change, negative = cytotoxicity, usual class: cytotoxic; also: potency is read from the fitted curve at half-maximal effect; % is scaled to controls: 0 for no effect and ±100 for the full control effect; nearly all actives have a fitted effect of over 60% in size
#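 KB-V1 cells (P-gp-expressing MDR subline of KB-3-1) in phenol-red-free DMEM with 10% FBS were exposed to library compounds over a concentration series for 72 h at 37 degrees C. Viability read by CellTiter-Glo luminescence; concentration-effect curves fitted after normalization.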
# D3 ag: agonists of human D3 dopamine receptor. P35462. D3R DiscoveRx beta-arrestin cells, luminescence, 90 min. max activation, %. 0.58% of 410,000 active; in the data active = max activation above about 30%; also: 0% is about no effect; mostly tested at two doses, the higher about 12 µM
#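 Cells at 1500/well, incubated overnight, then treated with pinned compounds (dopamine as control) for 90 min at 37 degrees C. DiscoveRx reagent added for 30 - 60 minutes at room temperature; luminescence read.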
# GLP1R ag: agonists of human GLP-1 receptor; HEK293 GLP-1R CRE-luciferase, luminescence, 4-6 h; cells express a hypersensitive GLP-1R form; Potency, µM (top dose mostly 45.6 µM), for the others: at the top dose activation, hits mostly activators; 0.007% of 380,000 active; AID 624172; also: potency is read from the fitted curve at half-maximal effect; % of control where 0% means no effect
# An asterisk follows results filed as active; i = inactive; ? = inconclusive; / = not tested or not shown; & = joins results of further samples; [ ] = remark or other dose. Unless noted, calls follow the shape of the dose curve; as a rule, active = well fitted curve in the direction sought with a large enough effect; inconclusive = small, poorly fitted or top-dose-only effect, or another doubt; inactive = no such curve, though single readings can be large; an effect the other way counts as inactive or inconclusive. An excerpt; count on the stated rates, not on these rows.
no.	molecule	HEK293 tox	DRD3 antagonist	TDP43 rescue	GLP1R inv ag	PTHR1 ag	aSyn rescue	KB-V1 cytotox	D3 ag	GLP1R ag
1	CCOc1ccc(S(=O)(=O)NCC(c2cccs2)S(=O)(=O)c2ccc(C)cc2)cc1 (stereo not drawn)	-7%	/	2.8µM*	1%	-2%	/	/	-14	/
2	CC1(c2ccccc2)NC(=O)N(CC(=O)Nc2ccc(C(N)=O)cc2)C1=O (stereo not drawn)	8%	-9	-10%	9%	i	-18%	12%	7	12%
3	COCCNC(=O)c1c[nH]c2ccc(S(=O)(=O)N3CCC4(CC3)OCCO4)cc2c1=O	7%	6	10%	2%	i	7%	2%	3	-4%
4	O=C(COC(=O)C1CC(=O)N(C2CCCCC2)C1)c1ccc(F)cc1 (stereo not drawn)	1%	-58*	9%	7%	-12%	2%	0%	-7	2%
5	CC1CCCCC1NC(=O)C1CCCN(S(=O)(=O)c2ccc(-n3cnnn3)cc2)C1 (stereo not drawn)	-3%	?	-18%	1%	-24%	-2%	-19%	-18	5%
6	O=C(Cc1cc(=O)[nH][nH]1)N/N=C/c1ccccc1[N+](=O)[O-]	12%	3	3%	18%	-17%	-5%	-1%	-4	0%
7	O=C(c1ccccc1)n1c2ccccc2c(=O)n1-c1ccccc1CCl	2%	0	30%	24%	-6%	-10%	?	-7	?
8	O=C(Nc1cccc2ncccc12)c1ccc(-c2ccc(Cl)cc2Cl)o1	-19%	-6	23%	-4%	-20%	8%	9%	1	12%
9	Cc1ccccc1OCCC(=O)OCC(=O)NCCNC(=O)COC(=O)CCOc1ccccc1C	2%	-16	-1%	-2%	i	1%	17%	8	4%
10	COc1ccc(Nc2nc(N)nc(C(F)(F)F)n2)c(OC)c1	11%	-1	0%	137%[activator]	-17%[57.5 µM]	0%	-2%	0	10%
11	CCOC(=O)c1ccc2ncc(C(=O)OCC)c(Nc3ccc(C)c(Br)c3)c2c1	-5%	/	?	16%	-17%	1%	?	1	6%
12	CCc1nn(CC(=O)NCCCN2CCN(C)CC2)c(=O)c2cc3occc3n12	-17%&-6%	-15	11%&1%	15%&16%	-6%	-5%	?	-8&-27	-1%
13	Cc1ccc(S(=O)(=O)N2CCOCCOCCOCCOCCOCC2)cc1	-6%	2	3%	12%	i	2%	0%	7	1%
14	COc1ccc(CCNC(=O)c2cc3c(=O)n(C)c4ccccc4c3s2)cc1OC	2%	/	3%	2%	-9%	/	-4%	6	/
15	CCCCCc1c(C)[nH]c2nc3ccccc3n2c1=O	6%	1	-5%	10%	-21%	-25%	17%	-5	13%
16	O=C(C[C@@H]1C=C[C@H](NC(=O)Cc2ccccn2)[C@@H](CO)O1)NCCc1ccccc1	2%	1	11%	-6%	-15%	-7%	8%	6	/
17	O=C(O)CCCNC(=O)c1cncc(O)c1	2%	-12	5%	2%	i	-5%	10%	-1	-3%
18	COc1ccc(CN(C)C(=O)CCN(c2ccccc2)S(=O)(=O)c2ccc(C)cc2)c(OC)c1	-4%	1	2%	?	-16%	1%	?	5	9%
19	CCCCc1nnc(NC(=O)c2ccc3[nH]c(=O)c(=O)[nH]c3c2)s1	10%	-3	19%	4%	i	-7%	6%	6	-9%
20	CC(=O)C1=C(C)Nc2ncnn2C1c1cccc(OCc2ccccc2)c1 (stereo not drawn)	?	20	?	?	-52%[inhibitor]	-1%	2%	-2	2%
21	CCCS(=O)(=O)NC(=O)C1(C)CCCN(C(=O)c2ccc3snnc3c2)C1 (stereo not drawn)	-2%	5	13%	23%	i	0%	3%	5	-7%
22	O=C(COC(=O)c1ccc(Br)o1)NCc1ccc(Cl)cc1	5%	23	?	5%	-7%	-2%	18%	-4	0%
23	COc1ccc(NC(=O)Cn2c(=O)n(-c3cccc(C(F)(F)F)c3)c(=O)c3sccc32)cc1	2%	/	14%	14%	i	/	/	2	/
24	O=C(c1ccccc1)N1CCSc2sccc2C1=O	14%	-1	14%	?	-15%	0%	0%	-1	-2%
25	Cc1ccccc1OCCC(=O)NCCc1ccc(S(N)(=O)=O)cc1	25%	3	4%	6%	i	1%	?	2	0%
26	Cc1c(S(=O)(=O)c2cccc(Cl)c2)nnn1-c1cccc(C(F)(F)F)c1	0%	/	16%	?	-17%	/	13%	-7	-1%
27	CC(C)Oc1ccc(C(=O)NCc2ccco2)cc1	-2%	12	20%	9%	-24%	-8%	1%	5	0%
28	CC1OC2C(OC1C)N(S(C)(=O)=O)CCN2S(C)(=O)=O (stereo not drawn)	10%	10	1%	9%	i	0%	5%	5	0%
29	CC1=C(C(=O)Nc2ccccc2C)C(c2cccs2)n2nc(SCc3ccccc3)nc2N1 (stereo not drawn)	0%	/	6%	-1%	-4%	/	-22%	-9	0%
30	CC(=O)N1CCc2cc(Br)cc(S(=O)(=O)CCC(=O)Nc3ccc(C)cc3Cl)c21	1%	/	24%	18%	-35%	/	7%	-3	0%
31	COc1cc(C(=O)NCc2nnc(SCC(=O)N3CCCCC3)o2)cc(OC)c1OC	-13%	9	-1%	-5%	i	-3%	23%	0	-4%
32	COc1ccc(-n2c(SCC(=O)NCc3ccc(F)cc3)nc3c([nH]c4ccccc43)c2=O)cc1	-4%	/	25%	15%	-3%	-3%	1%	-4	4%
33	COCCN(C(=O)CSc1nc2ccccc2c(=O)n1C(C)COC)c1c(N)n(Cc2ccccc2)c(=O)[nH]c1=O (stereo not drawn)	-3%[7.66 µM]	9	9%[9.22 µM]	-14%[7.66 µM]	-22%	6%	-4%	3	10%
34	CC(=O)c1sc(NC(=O)c2ccccc2)nc1-c1ccccc1	-11%	-11	19%	?	-27%	0%	-28%	-2	6%
35	COc1ccc(CCN(C)C(=O)c2c(C)nn(CC(C)C)c2Cl)cc1OC	-2%	9	11%	10%	i	1%	?	1	8%
36	COc1ccc(CCN(C)CCC(=O)Nc2ccc(C)cc2)cc1OC	-8%	?	5%	-1%	i	-16%	?	-15	28%
37	O=C(COc1ccc(Cl)cc1Cl)Nc1ccc(CN2CCOCC2)cc1	8%	4	-10%	5%	-32%[inhibitor]	-2%	22%	-1	8%
38	COCCCNc1nc2c(-c3cccc(Br)c3)nnn2c2ccccc12	0%	/	13%	-19%	-23%	/	-2%	-5	-1%
39	CC(=O)c1cccc(N2C(=O)C3C4CCC(C4=C(C)C)C3C2=O)c1 (stereo not drawn)	13%	-23	19%	17%	i	5%	18µM*	1	?
40	Cc1cc(C)c(NC(=O)Cn2nnc(C(=O)NCCc3ccccc3)c2N)c(C)c1	1%	3	0%	2%	-17%	-1%	9%	23	0%
41	Cc1ccc(C)c(NC(=O)CSc2nnc(-c3ccccc3)o2)c1	3%	9	?	1%	-56%[inhibitor]	3%	19%	1	-4%
42	CCC(=O)N=c1n(C)c2ccccc2n1CCOc1ccccc1	4%	10	-2%	3%	-5%	-7%	1%	-1	0%
43	COc1ccccc1CNC(=O)C1CC2Cn3c(nc4cc5ccccc5cc43)C2N1C (stereo not drawn)	12%	-22	-1%	6%	-34%[inhibitor]	1%	5%	1	0%
44	CC(=O)N/C(=C\c1ccccc1)C(=O)NCC(=O)O	2%	5	0%	1%	i	1%	7%	1	-1%
45	Cc1ccc(OCC(=O)N/N=C/c2cccc3cccnc23)cc1	9%	-2	-15%	?	-2%	12%	-16%	5	-5%
46	C=CCN1C=C(C(C)=O)C(=O)CC1	6%	27	0%	8%	i	-2%	-16%	14	-2%
47	CC(=O)c1c(C)[nH]c(C(=O)N2CCN(S(=O)(=O)c3ccc(F)c(F)c3)CC2)c1C	24%	-2	-20%	-19%	i	0%	3%	-20	-3%
48	CC(=O)NC(C)C(=O)OCC(=O)Nc1ccc(Br)cc1 (stereo not drawn)	-3%	12	28%	0%	i	6%	4%	2	-5%
49	Cc1onc(NC(=O)NC(=O)c2c(Cl)cccc2Cl)c1Br	-5%	-10	?	-25%	i	-5%	-7%	3	5%
50	CCOC(=O)N1CCN(C(=O)COc2cc(C)c(Cl)c(C)c2)CC1	13%	7	27%	-24%	-9%	1%	?	-5	10%

# More records follow.
no.	molecule	HEK293 tox	DRD3 antagonist	TDP43 rescue	GLP1R inv ag	PTHR1 ag	aSyn rescue	KB-V1 cytotox	D3 ag	GLP1R ag
51	COC(=O)[C@H](C)NC(=O)NC(C)CCc1ccccc1 (stereo partly drawn)	-8%	-16	-1%	0%	-25%[57.5 µM]	-2%	-5%	3	-2%
52	COc1cccc(CN(C)C(=O)CCN=C2NS(=O)(=O)c3ccccc32)c1OC	-10%	1	22%	9%	i	2%	21%	2	8%
53	CCOc1ccccc1NC(=O)Cn1nnc(C(=O)NCc2ccc(F)cc2)c1N	-6%	/	-6%	?	-6%	/	0%	-8	0%
54	O=C(Nc1ccncc1Cl)c1ccncc1	-12%	-4	2%	18%	i	-3%	18%	2	2%
55	O=C(NC1CCCC1)C(=O)N(c1ccccc1F)C(C(=O)NCC1CCCO1)c1cccs1 (stereo not drawn)	-18%	18	15%	10%	-16%	16%	0%	2	-2%
56	COc1ccc(NC(=S)NN(C)C(=S)Nc2ccc(OC)cc2)cc1	?	-22	?	?	i	-9%	?	3	?
57	COc1ccc(OCC(=O)Nc2ccc3c(c2)nc(CCNC(=O)c2ccco2)n3C)cc1	2%	/	12%	0%	?	/	-3%	1	/

# Reformatted: entries from further up.
# Below each compound: HEK293 tox, DRD3 antagonist, TDP43 rescue, GLP1R inv ag, PTHR1 ag, aSyn rescue, KB-V1 cytotox, D3 ag, GLP1R ag
51: COC(=O)[C@H](C)NC(=O)NC(C)CCc1ccccc1 (stereo partly drawn)
 : -8%, -16, -1%, 0%, -25%[57.5 µM], -2%, -5%, 3, -2%
52: COc1cccc(CN(C)C(=O)CCN=C2NS(=O)(=O)c3ccccc32)c1OC
 : -10%, 1, 22%, 9%, i, 2%, 21%, 2, 8%
